Bioassay records as filed in PubChem BioAssay.
Rab9 prom act: Rab9 promoter activation; Huh7 Rab9 promoter-luciferase reporter, luminescence, 24 h; Potency, µM (top dose mostly 9.22 µM), for inactives: at the highest dose activation, negative = inhibition, actives largely listed as activators; 2.8% of 320,000 active; also: potency is read from the fitted curve at half-maximal effect; % of control where 0% means no effect; nearly all actives have a fitted effect of over 60% in size
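Stable Rab9-luc Huh7, 1500 cells/well, 2 h settle; cmpd in DMSO, 24 h, 37 °C/5% CO2; luciferase reagent 10 min RT; luminescence.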
Tb PFK inh: inhibitors of T. brucei phosphofructokinase | Potency, µM (highest dose often 57.5 µM), for the others: top-dose activity, negative = inhibition, actives largely listed as inhibitors | AID 485367 | 0.17% of 330,000 active | T. brucei PFK, ADP-Glo luminescence | O15648;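 also: potency is read from the fitted curve at half-maximal effect; 0% = uninhibited 1x PFK enzyme wells and -100% = no-enzyme wells; nearly all actives have a fitted effect of over 60% in size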
Target sequence (O15648 whole entry, looked up): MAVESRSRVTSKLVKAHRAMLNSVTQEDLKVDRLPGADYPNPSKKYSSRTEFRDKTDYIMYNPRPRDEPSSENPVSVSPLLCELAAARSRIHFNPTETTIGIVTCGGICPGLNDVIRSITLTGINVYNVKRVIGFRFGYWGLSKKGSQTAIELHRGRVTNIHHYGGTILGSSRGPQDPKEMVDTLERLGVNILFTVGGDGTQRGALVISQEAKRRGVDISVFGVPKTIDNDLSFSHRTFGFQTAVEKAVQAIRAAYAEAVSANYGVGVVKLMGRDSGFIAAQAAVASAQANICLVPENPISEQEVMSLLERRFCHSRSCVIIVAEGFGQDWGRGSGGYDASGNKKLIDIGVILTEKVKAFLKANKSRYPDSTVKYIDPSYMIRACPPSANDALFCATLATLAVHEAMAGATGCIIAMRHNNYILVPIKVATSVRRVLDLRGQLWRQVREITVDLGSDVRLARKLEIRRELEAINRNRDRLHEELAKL
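ADP-Glo luminescence quantified ADP after 45 min at room temperature, with 1.25 nM T. brucei PFK, 0.1 mM ATP and 0.5 mM fructose-6-phosphate in pH 8.0 TEA buffer. qHTS titrations up to 57 µM; curves classified by quality.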
FLuc modulator: firefly luciferase modulation, counter-screen for miR-21 project; purified FLuc, Km substrates, luminescence inhibition; Potency, µM (doses to about 57.5 µM), inactives show at the highest dose activity change, negative = inhibition, actives largely listed as inhibitors; 6.9% of 360,000 active; P08659; AID 588342;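 also: potency is read from the fitted curve at half-maximal effect; plate controls were vehicle for no effect and reference inhibitor for full effect; nearly all actives have a fitted effect of over 55% in size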
Target sequence (P08659 whole entry, looked up): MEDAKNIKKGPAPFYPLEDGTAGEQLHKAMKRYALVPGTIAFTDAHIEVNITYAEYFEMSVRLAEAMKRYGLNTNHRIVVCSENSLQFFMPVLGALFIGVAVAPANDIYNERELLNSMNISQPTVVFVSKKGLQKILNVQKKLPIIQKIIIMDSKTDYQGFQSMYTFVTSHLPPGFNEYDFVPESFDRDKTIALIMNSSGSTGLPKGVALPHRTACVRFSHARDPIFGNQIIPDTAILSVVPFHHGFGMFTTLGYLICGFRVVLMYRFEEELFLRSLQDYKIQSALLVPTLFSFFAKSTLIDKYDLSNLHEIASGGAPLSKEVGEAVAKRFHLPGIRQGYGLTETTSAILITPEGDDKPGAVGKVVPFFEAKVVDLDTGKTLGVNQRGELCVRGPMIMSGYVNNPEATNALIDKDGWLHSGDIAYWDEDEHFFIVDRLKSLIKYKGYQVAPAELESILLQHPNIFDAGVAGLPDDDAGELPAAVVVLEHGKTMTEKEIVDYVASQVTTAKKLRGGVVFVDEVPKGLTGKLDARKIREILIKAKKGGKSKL
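Purified P. pyralis luciferase, 10 nM final, with Km-level 10 uM D-luciferin and 10 uM ATP in 50 mM Tris acetate pH 7.5, 10 mM Mg acetate, 0.01% Tween-20, 0.05% BSA; 6-point qHTS titration about 60 µM downward; luminescence read.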
TRPV1 ag: human TRPV1 agonism | TRPV1-expressing cells, Fluo-8 calcium influx, agonist mode | activation, % at 8.33 µM | 0.19% of 320,000 active | AID 540275; in the data active = activation above about 80%; inconclusive = between about 30% and that limit; also: 0% is about no effect
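Cells expressing TRPV1 were dye-loaded with Fluo-8 and read kinetically: 10 s baseline, 3 min after compound (agonist portion), then 2 min after EC20 capsaicin (allosteric enhancer portion). Calcium-bound dye fluorescence at 480/520 nm.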
RORgamma inh: inhibitors of mouse ROR gamma transcriptional activity; P51450; Drosophila S2 Gal4-RORgamma UAS-luciferase reporter, 20 h; Potency, µM (top dose mostly 53.6 µM), for inactives: at the highest dose activity change, negative = inhibition, usual class: inhibitors; 5.4% of 310,000 active; AID 2551; also: potency is read from the fitted curve at half-maximal effect; % is scaled to controls: 0 for no effect and ±100 for the full control effect; nearly all actives have a fitted effect of over 60% in size
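Drosophila S2 cells stably expressing Gal4-DBD/mouse RORγ fusion under metallothionein promoter plus UAS-luciferase; compound 1 h, then 700 uM CuSO4 induction for 20 h at ambient temperature; inhibition read as reduced luminescence.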
ELG1 DNA repair: blocks ELG1-dependent DNA repair in HEK293T cells; HEK293T ELG1-luciferase reporter, luminescence, 16 h; DNA damage induced by 5-fluorouridine; 2.3% of 330,000 active; Potency, µM (titrated, usually from 46.1 µM), without a hit: at the highest dose activity change, negative = inhibition, usual class: inhibitors; AID 504467; also: potency is read from the fitted curve at half-maximal effect; % is scaled to controls: 0 for no effect and ±100 for the full control effect; nearly all actives have a fitted effect of over 55% in size
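In this reporter screen, reduction of luminescence relative to DMSO vehicle indicated activity. Compounds and 5-fluorouridine were added together to 2,000 cells per well, incubated for 16 hr at 37 °C, then developed with ONE-Glo.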
ELG1 genotox: induces genotoxicity in HEK293T cells with luciferase-tagged ELG1 | AID 504466 | HEK293T ELG1-luciferase reporter, luminescence, 16 h | 1.3% of 330,000 active | Potency, µM (titrated, usually from 46 µM), for inactives: at the highest dose activity change, positive = activation, most hits filed as activators; also: potency is read from the fitted curve at half-maximal effect; % of control where 0% means no effect; nearly all actives have a fitted effect of over 60% in size
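Cells (2,000/well) expressing the ELG1-luciferase fusion are dosed by pin tool and kept 16 hr at 37 °C, 5% CO2. Signal comes from ONE-Glo luciferase reagent after 30 min at room temperature.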
VP16 counter: counter-screen for ROR gamma inhibitors: Gal4-VP16 reporter. Drosophila S2 Gal4-VP16 UAS-luciferase, luminescence, 20 h. Potency, µM (doses to about 53.6 µM), without a hit: top-dose activity, negative = inhibition, hits mostly inhibitors. 3.5% of 310,000 active. AID 2546;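 also: Gal4-VP16 expression switched on by copper sulfate through the metallothionein promoter; potency is read from the fitted curve at half-maximal effect; % is scaled to controls: 0 for no effect and ±100 for the full control effect; nearly all actives have a fitted effect of over 50% in size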
NPC1 promoter act: activators of NPC1 promoter. 2.4% of 320,000 active. Huh7 NPC1 promoter luciferase reporter, 24 h. Potency, µM (titrated, usually from 9.22 µM), without a hit: at the highest dose activation, most hits filed as activators;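 also: potency is read from the fitted curve at half-maximal effect; % of control where 0% means no effect; nearly all actives have a fitted effect of over 60% in size; reporter is driven by a mutant NPC1 promoter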
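Luminescence read-out of NPC1 promoter-driven luciferase in stably transfected Huh7 cells; compounds delivered in DMSO and left 24 h at 37C, 5% CO2, qHTS titration format.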
p53 reactivator: re-activators of mutant p53; H1299 p53-A138V BP100-luciferase reporter, luminescence, 24 h; Potency, µM (highest dose often 92.2 µM), for the others: at the top dose activity change, positive = activation, most hits filed as activators; 0.063% of 320,000 active; also: potency is read from the fitted curve at half-maximal effect; % of control where 0% means no effect; nearly all actives have a fitted effect of over 45% in size
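p53-null H1299 cells stably carrying temperature-sensitive p53-A138V and a BP100-luciferase reporter were pinned with compounds (4-point, 1:5 series) and held 24 hrs at 37 deg C. Luminescence was read 10 min after detection reagent.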
BRCA1 expr act: activators of BRCA1 expression; 1.1% of 380,000 active; MCF7-BRCA1-FFLuc reporter, luminescence, 48 h; response scale: scaled: vehicle 0%, 10 µM genistein 100%; AID 624202; Potency, µM (top dose mostly 46.1 µM), inactives show at the highest dose activation, usual class: activators; also: potency is read from the fitted curve at half-maximal effect; nearly all actives have a fitted effect of over 80% in size; some results filed as inactive show a strong effect at the top dose
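48 h compound treatment of MCF7-BRCA1-FFLuc cells (phenol-red free MEM, 37 °C), then 15 min with luciferase substrate and luminescence imaging.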
The depositor's hits bear a star; ? = inconclusive; nt = no result given; & = joins results of further samples; [ ] = another dose, or the depositor's remark. Unless noted, calls follow the shape of the dose curve; as a rule, active = well fitted curve in the direction sought with a large enough effect; inconclusive = small, poorly fitted or top-dose-only effect, or another doubt; inactive = no such curve, though single readings can be large; an effect the other way counts as inactive or inconclusive.

Sequence of screens – p53 reactivator	BRCA1 expr act	TRPV1 ag	ELG1 genotox	NPC1 promoter act	ELG1 DNA repair	Tb PFK inh	RORgamma inh	FLuc modulator	Rab9 prom act	VP16 counter
1: COc1ccc(NC(=O)c2ccc(S(=O)(=O)N(C)c3ccccc3)cc2)cn1
 : -1%	4%	?	-11%	-5%	10µM*	-4%	?	-1%	-1%	?
2: CC(=O)N1N=C(c2ccccc2O)OC1(C)CC(=O)Nc1ccccc1 (centres undefined)
 : -1%	-32%	-4	1%	1%	?	2%	30%[10 µM]	-1%	-2%	-10%
3: Cc1ccc(CNCc2ccc3c(c2)OCO3)cc1
 : -3%	-27%	5	-4%	-1%	-2%	-2%	-1%	1%	-3%	10%
4: CCc1ccc(C(=O)c2cncc(Br)c2)cc1
 : nt	?	14	nt	nt	nt	nt	?	17µM*	nt	-10%
5: CCCOc1ccc(/C=C/C(=O)Nc2ccc([N+](=O)[O-])cc2C)cc1OC
 : 1%	-3%	1	4%	1%	2%	0%	-8%	7%	-13%	-15%
6: Cc1cc(C)n2nc3nc4c(cc3c2n1)CCCC4
 : ?	-34%	16	8%	10%	28%	-2%	8%	?	26%	17%
7: COc1ccc(N2CCN(C(=O)c3ccc4c(Cl)c5c(nc4c3)CCCC5)CC2)cc1
 : 4%	4%&-30%	0	2%	-3%	-1%	-7%	8%	6%&2%	1%	?
8: O=C(O)c1cc(S(=O)(=O)N(Cc2ccccc2)c2ccccc2)ccc1Cl
 : -1%	-2%	-3	-2%	2%	14%	-1%	6%	6%	-3%	-2%
9: CSC[C@H](NC(=O)COc1cc2c(c3oc(=O)c(C)c(C)c13)CCC(C)(C)O2)C(=O)O
 : -5%	8%	3	0%	-4%	3%	-6%	14%	-5%	-2%	-8%
10: O=C(COC(=O)c1ccc(Cl)nc1)Nc1nnc(-c2ccccc2)o1
 : 7%	-31%	-1	-7%	-2%	7%	-9%	nt	-19%	-1%	nt
11: CC(C)(C)c1cn(-c2ccccc2)c(=S)[nH]1
 : -23%	10%	-1	0%	-6%	3%	-18%	7.1µM*	1%	-4%	7.9µM*
12: C#CCOCCOCCOCCNc1nc(N2CCN(C(=O)[C@H](CCC(=O)O)n3cc(C(N)CC(C)C)nn3)CC2)nc(N2CCN(C(=O)[C@H](Cc3cc4ccccc4[nH]3)n3cc(C(N)CC(C)C)nn3)CC2)n1 (some centres undefined)
 : -1%	0%	1	-1%	-1%	19%	-3%	1%	3%	8%	-7%
13: Cc1cc(Nc2ccc(C(=O)O)cc2)nc(N)n1
 : 13%	-20%	5	1%	4%	7%	2%	-20%[1.91 µM]	0%	-1%	2%
14: OC(c1cccc(OCc2ccccc2)c1)c1nnc(-c2ccccc2)o1 (centres undefined)
 : 0%	-53%	1	0%	1%	-15%	1%	0%	-6%	-8%	?
15: O=c1c2c([nH]n1-c1ccccc1)CCSC2
 : 0%	-22%	7	-1%	-7%	2%	-2%	-7%	-4%	7%	-1%
16: Cc1occc1C(=O)NCCc1ccc(Cl)cc1
 : 10%	61%	?	?	9%	?	1%	16%	?	26%	24%
17: CCCCc1cc(=O)oc2cc(OC3CCCCC3=O)ccc12 (centres undefined)
 : -7%	-23%	17	3%	-2%	-11%	1%	15%	-19%	7%	-2%
18: CC(=O)NC12CC3CC(C1)CC(C(=O)OCC(=O)c1cc(C)n(C)c1C)(C3)C2
 : ?	46%	nt	?	nt	?	2%	nt	nt	nt	nt
19: COC(=O)c1c(NC(=O)CN2CCCc3ccccc32)sc(C)c1C
 : 2%	-11%	-1	0%	0%	2%	2%	?	-12%	-3%	?
20: O=C(c1cnn(C(=O)c2ccco2)c1)c1cc(Cl)cc(Cl)c1O
 : 3%	-35%	nt	-1%	nt	-2%	-6%	nt	nt	nt	nt
21: COc1c(C(=O)NNC(=O)c2ccccc2)csc1Br
 : 6%	?	nt	?	?	?	0%	2%	11µM*	2.8µM*	11%
22: O=C1c2ccccc2C(=O)N1CCOc1ccc(F)cc1
 : ?	54%	20	21µM*	?	?	-2%	?	13µM*	?	3%
23: COC(=O)C1=C(C)N(c2ccc(C)cc2)/C(=C/c2ccc(O)cc2)C1=O
 : -2%	-39%	17	-3%	-3%	-27%	2%	-31%	-1%	-2%	-6%
24: CC(C)(C)c1ccc(-c2nc3n(c(=O)c2C#N)CCS3)cc1
 : 5%	25%	?	-1%	1%	-11%	-10%	8%	-13%	-1%	8%
25: Cc1cccc(NC(=O)CN(C)S(=O)(=O)c2cccc3cccnc23)c1C
 : -7%	3%	3	-8%	-5%	-20%	3%	?	5%	1%	14%
26: CCC(=O)N(Cc1cc2cc(OC)ccc2[nH]c1=O)c1cc(C)ccc1C
 : 36%	-34%	-1	-1%	1%	?	-1%	42%	-2%	-11%	-3%
27: COc1ccccc1CCNC(=O)C(=O)NCC1OCCCN1S(=O)(=O)c1cc(C)ccc1C (centres undefined)
 : -34%[inhibitor]	-25%	-4	-11%	0%	21µM*	-2%	-13%	3%	-2%	-8%
28: Cc1ccc(NC(=O)c2ccncc2)cc1[N+](=O)[O-]
 : 17%	8%	-3	6%	6%	-3%	0%	-2%	-1%	2%	0%
29: COCCCNC(=O)CSC1=Nc2ccccc2C2=NC(CC(=O)NCc3ccccc3)C(=O)N12 (centres undefined)
 : 21%	3%	-7	1%	-2%	7%	0%	-37%	?	-4%	-2%
30: CN(c1ccc(C(=O)Nc2cccc(O)c2)cc1)S(=O)(=O)c1ccccc1
 : -18%	61%	?	-2%	30%	?	-19%	?	4%	5%	0%
31: COc1ccc(C(=O)Nc2nnc(SCC(=O)Nc3ccc(NC(C)=O)cc3)s2)c(OC)c1
 : ?	-58%	1	?	0.35µM*	?	-2%	?	0.085µM*	0.63µM*	-28%
32: O=C(NCc1ccco1)c1ccc(N2CCCCC2)c([N+](=O)[O-])c1
 : 14%	3%	?	5%	-1%	?	-8%	?	?	-1%	-10%
33: Cc1ccccc1C(=O)NCCNc1ccc([N+](=O)[O-])cc1
 : -5%	-7%	-1	-5%	-3%	-12%	-8%	4%	-2%	3%	2%
34: O=C(c1cccc(NC2=NC3CS(=O)(=O)CC3S2)c1)N1CCN(c2ncccn2)CC1 (centres undefined)
 : 14%	28%	-3	1%	2%	14%	-3%	-17%	0%	15%	1%
35: c1ccc(CN2CCCC3(CCCN(Cc4nc(COc5ccccc5)no4)C3)C2)cc1 (centres undefined)
 : 3%	-6%	26	-8%	-2%	12%	-3%	-2%	1%	0%	8%
36: Cc1ccc(C)c(C(=O)CSc2n[nH]c(C(C)C)n2)c1
 : -1%	-8%	0	1%	-2%	-5%	0%	-6%	0%	-6%	1%
37: O=C1c2cccc3c([N+](=O)[O-])ccc(c23)C(=O)N1c1nccs1
 : -20%	-80%	0	-11%	-8%	?	-2%	5.6µM*	0%	-9%	5µM*
38: CCOc1ccc(C2/C(=C(/O)c3ccc(Cl)cc3)C(=O)C(=O)N2CCCN(C)C)cc1OC (centres undefined)
 : 4%	nt	-6	4%	0%	3%	1%	-4%	2%	-2%	2%
39: Cc1nc2cc(NC(=O)CS(=O)(=O)c3ccccc3)ccc2s1
 : 13%	?	-1	?	28%	?	-14%	nt	-19%	22%	nt
40: CC(C)(C)NC(=O)COc1ccc(CNc2ccc3[nH]c(=O)[nH]c3c2)cc1
 : 0%	13%	-3	1%	1%	19%	-1%	22%	?	-2%	3%
41: O=C(NN=Cc1ccccc1OC(F)F)c1cccc(S(=O)(=O)N2CCCC2)c1
 : -11%	-7%	nt	5%	nt	?	1%	nt	nt	nt	nt
42: COc1cc2nc(C3CCC3)n(NC(=O)C(OC(C)=O)c3ccccc3)c(=O)c2cc1OC (centres undefined)
 : 2%	-21%	3	4%	-3%	-19%	2%	25%	5%	0%	1%
43: COc1ccc(N(CC(=O)N2CCCCCC2)S(=O)(=O)c2c(C)[nH]c(=O)[nH]c2=O)cc1
 : -1%	2%	-2	2%	-2%	1%	3%	-13%	2%	0%	0%
44: CCCCc1c(C)c(C#N)c2nc3ccccc3n2c1NCCN(C)C
 : 0%	-22%	-2	-2%	0%	-22%	19%	-14%	1%	-1%	-12%
